# Screens: PubChem BioAssay, The Scripps Research Institute Molecular Screening Center
# TDP2 absorb = human TDP2 enzyme inhibitors, primary screen, biochemical, epi absorbance, recombinant enzyme; inhibition, % at 12.8 µM; T5PNP hydrolysis, p-nitrophenol absorbance 415 nm; 0.34% of 370,000 active; Tyrosyl-DNA phosphodiesterase 2 (Homo sapiens), O95551;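 active = inhibition above the mean of all tested compounds plus 3 SD, set per campaign, cut at about 25% in these data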;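 note: 0% = DMSO with enzyme and 100% = buffer with substrate but no TDP2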
# Target sequence (O95551 whole entry, looked up): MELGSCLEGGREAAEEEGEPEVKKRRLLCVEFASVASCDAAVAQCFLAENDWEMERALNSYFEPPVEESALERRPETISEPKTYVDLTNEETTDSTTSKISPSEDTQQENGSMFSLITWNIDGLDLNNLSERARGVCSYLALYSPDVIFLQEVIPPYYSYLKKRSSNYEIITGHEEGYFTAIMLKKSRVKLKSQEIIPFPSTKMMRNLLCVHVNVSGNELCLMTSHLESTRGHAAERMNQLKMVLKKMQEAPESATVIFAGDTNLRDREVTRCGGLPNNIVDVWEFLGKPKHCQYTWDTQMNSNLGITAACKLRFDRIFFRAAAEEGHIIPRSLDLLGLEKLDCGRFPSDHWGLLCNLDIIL
#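 Assay system: recombinant human TDP2 / Reagent: T5PNP substrate at 5 mM, a TopII-DNA adduct mimic / Measured by: epi absorbance from released p-nitrophenol / Evaluation: % inhibition relative to enzyme-containing and enzyme-free wells / Control set: enzyme-free and DMSO wells / Replicates: each compound tested once, singlicate / Schedule: enzyme reaction with compound for 2 h at 37 °C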
# TCR-CD3 inh = inhibitors of human TCR-CD3 interaction, primary screen, biochemical, fluorescence, TAMRA-labeled TCR probe | T-cell receptor (TCR) | inhibition, % at 9.4 µM | 0.37% of 360,000 active; in the data active = inhibition above about 19%;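 note: recombinant mutant TCR 2C K166C tagged with TAMRA read by polarization; 0% = receptor in buffer alone and 100% = receptor with positive control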
# Tn7 DDE FP = inhibitors of Tn7 peptide binding to fibrin DD(E), primary screen, biochemical, fluorescence polarization, human fibrin, Tn7 probe; Fibrinogen beta chain (Homo sapiens), P02675; FP displacement of FITC-Tn7 peptide from fibrin DD(E); 0% = median of compound wells per plate; inhibition, % at 8.3 µM; 0.13% of 370,000 active; AID 720508, 2013;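 active = inhibition above the mean of compounds falling within the control limits plus 3 SD of them, cut at about 14% in these data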;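 note: 0% = plate median of compound wells and 100% = 10 µM Aha-Tn7 peptide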
#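 Assay system: Human fibrin DD(E) protein | Medium: Tris buffer with calcium and detergent, pH 7.8 | Reagent: 0.1 µM fluorescent Tn7 | Compound dosing: Single point at 8.3 µM | Times: 10 min preincubation, 3 h with tracer, room temperature | Detection: Fluorescence polarization of the labelled Tn7 tracer | Controls: Aha-Tn7 high control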
# PRMT1 inh = PRMT1 methyltransferase inhibitors, primary screen, biochemical, fluorescence polarization; Protein arginine N-methyltransferase 1 (Homo sapiens), Q99873; AID 652257, 2013; inhibition, % at 2.79 µM; recombinant PRMT1, activity-based probe fluorescence polarization; 1.3% of 370,000 active;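 active = inhibition above about 21% made by adding two undisclosed values, limit read from the data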
# LEDGF integ inh = blockers of LEDGF/p75-dependent integrase strand transfer – biochemical, TR-FRET, high throughput, primary screen. TR-FRET IN-LEDGF/p75 DNA integration, Eu/Cy5. inhibition, % at 3.7 µM. 0.64% of 370,000 active;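 active = inhibition above the screen-wide mean plus 3 SD, cut at about 13% in these data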;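 note: signal is the Cy5 over europium emission ratio at 671 and 618 nm; 0% = plate median of compound wells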
# UHRF1 binding = UHRF1 methylated DNA binding inhibitors, primary screen, counter-screen for MBD2 inhibitor project, biochemical, TR-FRET, human UHRF1, single concentration; E3 ubiquitin-protein ligase UHRF1 (Homo sapiens), Q96T88; UHRF1 binding to methylated oligo; inhibition, % at 4.4 µM; 0.75% of 370,000 active; AID 687016, 2013; in the data active = inhibition above about 21%;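 note: UHRF1 SRA domain binding a hemimethylated CpG hairpin DNA probe; 0% = median of test compound wells and 100% = reference inhibitor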
# SIAE primary = human SIAE inhibitors, primary screen, biochemical, fluorescence polarization, FP-Rh probe, 1536-well HTS; Sialate O-acetylesterase (Homo sapiens), Q9HAT2; SIAE FP-Rh probe binding; inhibition, % at 9.66 µM; 0.69% of 370,000 active;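 active = inhibition above a cutoff: mean of compounds within the control limits plus 3 SD of those, cut at about 17% in these data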;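 note: 0% = plate median of compound wells and 100% = probe without SIAE protein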
# HTRA1 inh = HTRA1 serine protease inhibitors, primary screen, biochemical, fluorescence polarization, HTS; recombinant HTRA1, FP-rhodamine activity-based probe; inhibition, % at 5.96 µM; 0.5% of 340,000 active; AID 504803, 2011; in the data active = inhibition above about 36%;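 note: 0% = enzyme with DMSO and 100% = wells lacking enzyme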
# Target sequence (Q92743 whole entry, looked up): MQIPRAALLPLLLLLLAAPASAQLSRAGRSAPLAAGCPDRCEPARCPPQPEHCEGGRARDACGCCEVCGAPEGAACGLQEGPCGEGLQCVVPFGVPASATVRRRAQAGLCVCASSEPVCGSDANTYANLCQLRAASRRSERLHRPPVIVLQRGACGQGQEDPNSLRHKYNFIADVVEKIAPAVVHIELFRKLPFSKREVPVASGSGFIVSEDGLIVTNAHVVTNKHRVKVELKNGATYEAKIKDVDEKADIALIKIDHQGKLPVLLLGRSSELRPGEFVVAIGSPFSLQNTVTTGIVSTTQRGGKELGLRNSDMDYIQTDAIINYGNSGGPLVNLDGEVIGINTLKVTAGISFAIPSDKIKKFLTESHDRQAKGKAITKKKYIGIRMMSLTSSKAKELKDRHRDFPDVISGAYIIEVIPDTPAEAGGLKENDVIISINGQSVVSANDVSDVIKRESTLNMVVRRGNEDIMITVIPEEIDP
# PG9 binder = binders of HIV-1 gp120 antibody PG9, primary screen, biochemical, TR-FRET; HIV-1 gp120 / PG9 antibody interaction; TR-FRET gp120-PG9 antibody binding; inhibition, % at 6.7 µM; 0.43% of 360,000 active; in the data active = inhibition above about 8.5%
# ABHD4 inh = ABHD4 inhibitors, primary screen, biochemical, fluorescence polarization, mouse; purified mABHD4, FP-Rh probe fluorescence polarization; inhibition, % at 8.92 µM; 0.54% of 370,000 active;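 active = inhibition exceeding the mean over every tested compound plus 3 SD, cut at about 30% in these data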;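 note: 0% = plate median of compound wells and 100% = S159A mutant with DMSO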
#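 system = mouse ABHD4 enzyme, wild type | medium = HEPES pH 7.0, NaCl, Pluronic buffer | also added = FP-Rh probe | incubation = Enzyme–compound pre-incubation 45 min, then probe 60 min, both 25 °C | technique = fluorescence polarization, excitation 525 nm, emission 598 nm, BODIPY TMR filters | controls = S159A mutant high control, sample median low control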
# * marks the source's active call; other numbers are inactive results; / = no result given.
SMILES,TDP2 absorb,TCR-CD3 inh,Tn7 DDE FP,PRMT1 inh,LEDGF integ inh,UHRF1 binding,SIAE primary,HTRA1 inh,PG9 binder,ABHD4 inh
CCN(CC)c1ccc(S(=O)(=O)N2CCCCC2)cc1NC(=O)CN1C(=O)NC2(CCCC2)C1=O,6,5,-1,1,2,1,0,-7,1.0,1
COc1ccc(OC)c(S(=O)(=O)n2nnc3cc(Cl)ccc32)c1,0,2,-3,-2,4,-4,2,3,2.0,-8
COc1ccc(S(=O)(=O)N2CCN(Cc3cc(=O)n4ccccc4n3)CC2)cc1,-11,-4,0,-3,12,2,1,1,-0.3,-5
COCCNC(=S)Nc1ccc(Cl)c(Cl)c1,-1,-5,-2,-1,5,9,3,1,-2.4,-8
Cc1cc(OCC(=O)N2CCN(c3ccccc3)CC2)c2c(C)cc(=O)oc2c1,-7,5,3,1,-1,9,6,1,-0.8,5
O=C(N/N=C/c1cc(O)ccc1[N+](=O)[O-])c1ccc2c(c1)OCCO2,4,8,-5,3,8,-3,2,0,-3.7,7
O=C(C[C@@H]1C/C=C\C[C@H](Cc2ccc(F)cc2)C(=O)OC[C@@H](Cc2c[nH]c3ccccc23)NC1=O)NCCO,-1,-3,2,-1,1,-1,0,-5,1.0,-5
COc1ccc(-c2c(C#N)c(C)nc3c2C(=O)c2ccccc2-3)cc1,8,-5,-5,3,2,0,0,0,-0.8,-3
CCOC(=O)CNC(=O)N1CCC(CCC(=O)N(C)Cc2ccccc2)CC1,-15,-8,1,1,-4,4,-4,2,-1.6,-9
Cn1c(SCC(=O)N2CCCCCC2)nc2c(c1=O)SCC2,3,-5,-6,0,1,0,3,2,0.7,4

# 2 entries picked at random from the list so far:
SMILES,TDP2 absorb,TCR-CD3 inh,Tn7 DDE FP,PRMT1 inh,LEDGF integ inh,UHRF1 binding,SIAE primary,HTRA1 inh,PG9 binder,ABHD4 inh
COc1ccc(OC)c(S(=O)(=O)n2nnc3cc(Cl)ccc32)c1,0,2,-3,-2,4,-4,2,3,2.0,-8
CCOC(=O)CNC(=O)N1CCC(CCC(=O)N(C)Cc2ccccc2)CC1,-15,-8,1,1,-4,4,-4,2,-1.6,-9

# Further structures follow:
SMILES,TDP2 absorb,TCR-CD3 inh,Tn7 DDE FP,PRMT1 inh,LEDGF integ inh,UHRF1 binding,SIAE primary,HTRA1 inh,PG9 binder,ABHD4 inh
O=c1c(-c2ccccc2)nc2ccccc2n1C(c1ccccn1)c1nc2ccccc2[nH]1 (configuration not stated),4,-1,-4,7,1,-5,-4,/,1.2,-8
Cn1c(Cn2c(=O)sc3ccccc32)nnc1SCC(N)=O,8,3,-1,-3,1,-1,-1,2,-1.5,1
NC(=O)C(c1ccc(Cl)cc1)c1ncc(C(F)(F)F)cc1Cl (configuration not stated),11,3,3,-3,0,-3,2,0,-1.8,-4
CC(C)[C@H](NC(=O)c1ccccc1F)C(=O)NCCc1ccccc1,-4,4,-1,-9,1,0,-6,-3,-3.1,-3
COc1cccc(NC(=S)/C(=C(\[O-])c2ccc(OC(F)F)cc2)[n+]2ccccc2)c1,-1,-6,-9,7,-1,-7,1,-2,-2.6,9
COc1ccc(CN(C)CCCn2cnc3c(SC)ncnc32)cc1OC,9,8,-7,2,-4,29*,-2,5,-1.8,-5
O=C(C[C@H]1C(=O)N(Cc2ccccc2)C[C@@H]1c1ccc(Br)cc1)Nc1ccc(Br)cc1,2,-6,1,4,-1,0,-24,-77,-0.9,-21
COC(=O)[C@@]1(C)[C@H]2C(=O)N(C)C(=O)[C@H]2[C@H]2CN(C)C(=NC3CCCCC3)N21,6,-3,-6,-2,3,-2,2,3,-0.4,5
COc1ccc(NC(=O)CCN2CCCC2)c(OC)c1,-7,0,2,2,2,3,0,7,-1.6,0
Cc1cc2nc(C)n(CCCNC(=O)Nc3cccc4ccccc34)c2cc1C,-3,2,5,0,-4,-2,0,-8,-1.6,4
COc1ccc(C2=NCCNC(C(F)(F)F)=C2)cc1,7,8,-2,-4,1,-1,4,-3,-0.3,-2
CC(C)(C)NC(=O)COC(=O)CCC(=O)c1ccc(Cl)cc1,11,-5,7,0,-4,2,0,-7,-3.0,-1
N/C(Cc1ccc(Cl)cc1Cl)=N\OC(=O)Cc1ccccc1,-11,1,-2,2,-3,2,-4,-2,1.4,-6
Cc1ccc(S(=O)(=O)N2CCC(C(=O)N[C@H](C(=O)NCc3ccco3)C(C)C)CC2)cc1,-6,0,2,2,-1,1,1,9,1.3,2
COc1cccc(C(C)NC(=O)Nc2cccc(C(F)(F)F)c2)c1 (configuration not stated),-6,2,-4,-2,-3,-2,-6,-51,0.2,-38
Nc1nonc1-n1nnc(C(=O)N/N=C/c2ccccc2Cl)c1CN1CCOCC1,-2,4,-2,0,1,3,-7,6,-2.3,-9
COC(=O)NNC(=O)c1ccc(C)cc1,-1,-4,-3,-1,-1,2,-7,-2,-0.1,2
C[C@H](CO)N1C[C@H](C)[C@@H](CN(C)Cc2ccc(C(=O)O)cc2)Oc2ncc(-c3ccc(C(=O)N(C)C)cc3)cc2C1=O,-6,-9,6,3,-2,2,-3,4,-1.1,0
Cc1cc(NC(=O)CSc2nnc(C(C)N(C)C)n2-c2ccc(F)cc2)no1 (configuration not stated),5,-5,1,4,-3,-2,-1,-4,1.3,2
Cc1cc(F)ccc1-c1cc(C(=O)NC2CCCCC2)[nH]n1,2,1,-6,-5,5,-2,-3,/,-2.0,-10

# Reprinted from the part before: 6 entries; new compounds follow.
SMILES,TDP2 absorb,TCR-CD3 inh,Tn7 DDE FP,PRMT1 inh,LEDGF integ inh,UHRF1 binding,SIAE primary,HTRA1 inh,PG9 binder,ABHD4 inh
COc1cccc(C(C)NC(=O)Nc2cccc(C(F)(F)F)c2)c1 (configuration not stated),-6,2,-4,-2,-3,-2,-6,-51,0.2,-38
Nc1nonc1-n1nnc(C(=O)N/N=C/c2ccccc2Cl)c1CN1CCOCC1,-2,4,-2,0,1,3,-7,6,-2.3,-9
COC(=O)NNC(=O)c1ccc(C)cc1,-1,-4,-3,-1,-1,2,-7,-2,-0.1,2
C[C@H](CO)N1C[C@H](C)[C@@H](CN(C)Cc2ccc(C(=O)O)cc2)Oc2ncc(-c3ccc(C(=O)N(C)C)cc3)cc2C1=O,-6,-9,6,3,-2,2,-3,4,-1.1,0
Cc1cc(NC(=O)CSc2nnc(C(C)N(C)C)n2-c2ccc(F)cc2)no1 (configuration not stated),5,-5,1,4,-3,-2,-1,-4,1.3,2
Cc1cc(F)ccc1-c1cc(C(=O)NC2CCCCC2)[nH]n1,2,1,-6,-5,5,-2,-3,/,-2.0,-10
CCN(CC(=O)Nc1c(F)cccc1F)C(=O)/C=C/c1c(C)nn(-c2ccc(F)cc2)c1C,-3,-3,5,-1,2,1,3,-3,1.0,0
COc1ccc(CNC(=O)CCCC(=O)Nc2cccc(Br)c2)cc1,-6,-7,-1,8,-9,4,1,-2,-0.6,-19
COc1cc(NC(=O)CN(C)Cc2cccc(F)c2)c(C)cc1[N+](=O)[O-],-16,4,-2,-10,5,1,8,3,1.1,-3
Cc1cccc(Nc2nc(N)nc(CN3CCN(c4ccccc4F)CC3)n2)c1,-7,4,0,-1,3,-2,-4,-2,0.2,2
CCn1c(=N)c(S(=O)(=O)c2ccc(C)cc2)cc2c(=O)n3ccccc3nc21,-2,-5,7,0,3,-1,-1,/,1.6,-1
Cc1nn(-c2ccc(N3CCOCC3)nn2)c(C)c1CCC(=O)Nc1ccccc1,8,1,-3,-3,0,1,7,1,-2.7,0
Cn1nnnc1Sc1ncnc2scc(-c3ccccc3Cl)c12,11,2,0,-3,-1,0,-2,-15,-0.7,0
CC1CCN(C(=O)N[C@@H](Cc2ccccc2)C(=O)O)CC1,9,-4,-7,0,-3,2,-2,-2,0.8,4
c1ccc(-c2nccc3ccccc23)cc1,10,1,6,2,-2,0,-1,4,0.5,2
COc1cccc(CN2CCNC(=O)C2CC(=O)NC2CCOCC2)c1OC (configuration not stated),5,4,0,4,1,-2,-3,11,-1.0,5
COC(=O)N/N=C(\C)c1ccc(Br)cc1,-7,0,-9,-1,-3,0,-1,3,-2.4,-2
CC1CCCC(NC(=O)c2cccc(N3CCCC3=O)c2)C1C (configuration not stated),-8,6,1,-4,1,3,0,-4,-0.9,0
O=C(CN1CCN(c2ccccn2)CC1)Nc1ccccc1Br,-9,-3,-11,-1,3,3,-1,-2,-2.5,-12
Cc1ccc(NC(=S)Nc2c(C)n(C)n(-c3ccccc3)c2=O)cc1Cl,-5,-4,6,-5,1,-3,1,5,0.0,4
COc1ccc(N2Cc3ccc(OC)c(OC)c3C2=O)cc1,16,0,1,0,2,0,-3,-2,0.5,5
Cc1cccnc1NC(=S)NC(=O)c1oc2ccccc2c1C,18,2,0,-1,0,-2,-7,10,-2.6,-7
O=C(CSc1nc2c(sc3ccccc32)c(=O)n1CCCN1CCCC1)NCC1CCCO1 (configuration not stated),-5,5,13,8,0,-4,0,-3,1.7,1
COC(=O)N/N=C/c1cc(Cl)cc(Cl)c1OCc1ccccc1,0,7,6,-2,-2,0,2,5,-0.5,-2

# Three compounds from above, sorted by molar mass, high to low:
SMILES,TDP2 absorb,TCR-CD3 inh,Tn7 DDE FP,PRMT1 inh,LEDGF integ inh,UHRF1 binding,SIAE primary,HTRA1 inh,PG9 binder,ABHD4 inh
O=C(CN1CCN(c2ccccn2)CC1)Nc1ccccc1Br,-9,-3,-11,-1,3,3,-1,-2,-2.5,-12
COC(=O)N/N=C/c1cc(Cl)cc(Cl)c1OCc1ccccc1,0,7,6,-2,-2,0,2,5,-0.5,-2
CC1CCCC(NC(=O)c2cccc(N3CCCC3=O)c2)C1C (configuration not stated),-8,6,1,-4,1,3,0,-4,-0.9,0
